HSF1 inh: HSF1 inhibition | NIH3T3-HGL HSE-luciferase, MG132-induced, luminescence 8 h; stronger effect = lower value | activity change, negative = inhibition, % at 7.5 µM (by protocol) | hit rate 0.77% among 300,000 | AID 2098;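 active = more than half of replicate wells show activity change below -50%, luminescence cut by over half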;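 also: luciferase reports HSF-1 transcriptional activity via heat shock element; 0% = median of DMSO wells and -100% = zero luminescence signal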
PolyA inhibitor: yeast polyadenylation inhibition; calls only at 12 µM; S. cerevisiae SKY197-pL101 polyadenylation reporter, beta-gal luminescence; efflux-impaired pdr1/pdr3 knockout yeast; score 100 = 6 SD above DMSO; hit rate 0.02% among 300,000;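 active = lowest replicate activity score at least 50, where 100 means six control SD above control mean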;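 also: yeast exposed to compound for 9 h at 30 °C; higher score means more reporter readthrough which indicates perturbed polyadenylation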
HSF-1 act: increases HSF-1 driven luciferase reporter signal; NIH3T3-HGL HSF-1 luciferase reporter, MG132, 8 h; 100% = twice DMSO control signal; activation, % at 9 µM; hit rate 1.7% among 300,000; AID 504408;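 active = mean replicate activation of at least 50% with a set share of replicates each reaching 50%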;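 also: 0% = median of the neutral control wells and 100% = twice that signal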
HDAC3 inhib: human HDAC3 inhibition | hit rate 0.15% among 320,000 | O15379 | AID 2718 | recombinant HDAC3, fluorogenic peptide/trypsin coupled, fluorescence | inhibition, % at 8.3 µM; in the data active = inhibition above about 26%, passing the limit was not always enough
Target sequence (O15379 whole entry, looked up): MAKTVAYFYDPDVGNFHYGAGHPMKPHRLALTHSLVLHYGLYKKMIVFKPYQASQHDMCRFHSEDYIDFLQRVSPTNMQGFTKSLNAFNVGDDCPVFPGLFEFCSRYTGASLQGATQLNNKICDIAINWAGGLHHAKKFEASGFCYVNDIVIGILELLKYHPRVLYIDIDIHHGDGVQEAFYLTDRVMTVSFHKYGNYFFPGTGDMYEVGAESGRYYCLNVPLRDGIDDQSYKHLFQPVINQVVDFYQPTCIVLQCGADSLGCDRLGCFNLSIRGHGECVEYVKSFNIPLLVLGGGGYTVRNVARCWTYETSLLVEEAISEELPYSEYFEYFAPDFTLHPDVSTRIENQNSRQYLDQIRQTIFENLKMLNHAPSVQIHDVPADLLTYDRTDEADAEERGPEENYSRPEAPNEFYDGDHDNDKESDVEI
AI-2 QS mod: modulators of Vibrio harveyi AI-2 quorum sensing system | Vibrio harveyi JMH597 AI-2 luminescence/OD600 ratio, 9 h; stronger effect = lower value; strain lacks LuxN and CqsS sensors; 0 = neutral-control median | activity change, % at 7.5 µM | hit rate 0.4% among 300,000 | AID 2094; in the data active = activity change below about -75%, passing the limit was not always enough;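 also: luminescence divided by OD600 gain over 9 h not by final OD600 alone; inactives centre near 13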
Platelet DG rel: platelet dense granule release activity. hit rate 0.22% among 300,000. inhibition, %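 (compounds screened at 7.5 µM in platelet-rich plasma)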. human platelet-rich plasma, SFLLRN dense granule ATP release, luminescence;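 active = mean replicate score, as percent of positive control, at or above 50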
Dyrk1A ADPGlo: inhibitors of rat Dyrk1A kinase; hit rate 0.43% among 310,000; inhibition, % at 12.5 µM; ADP-Glo luminescence, NFATc1 peptide; AID 504441; Q63470; in the data active = inhibition above about 50%;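 also: plate controls were vehicle with enzyme for no effect and no enzyme for full effect; many of its hits are not listed in these tables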
GSK3 alpha inh: blocks human GSK-3 alpha kinase | hit rate 0.1% among 320,000 | P49840 | inhibition, % at 10 µM | ADP-Glo luminescence, 60 min | AID 2650;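 in the data active = inhibition above about 50%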;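 also: GST-tagged GSK-3 alpha with peptide substrate and 25 µM ATP; 0% = DMSO neutral wells and 100% = GW8510 positive control wells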
Target sequence (P49840 whole entry, looked up): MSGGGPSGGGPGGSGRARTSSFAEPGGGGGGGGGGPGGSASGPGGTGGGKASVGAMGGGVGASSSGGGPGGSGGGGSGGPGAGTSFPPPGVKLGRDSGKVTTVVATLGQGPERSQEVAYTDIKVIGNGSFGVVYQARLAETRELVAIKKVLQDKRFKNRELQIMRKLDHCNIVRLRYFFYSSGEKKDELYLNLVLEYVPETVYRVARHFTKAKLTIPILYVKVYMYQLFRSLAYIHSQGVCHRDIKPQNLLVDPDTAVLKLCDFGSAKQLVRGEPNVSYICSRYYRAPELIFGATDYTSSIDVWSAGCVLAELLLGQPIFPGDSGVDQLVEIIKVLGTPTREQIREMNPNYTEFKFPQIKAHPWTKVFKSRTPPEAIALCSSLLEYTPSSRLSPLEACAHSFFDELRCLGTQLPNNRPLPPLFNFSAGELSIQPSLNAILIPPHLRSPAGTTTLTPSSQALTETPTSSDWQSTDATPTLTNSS
HSP90 inh: HSP90 refolding inhibition in rabbit reticulocyte lysate; luciferase refolding luminescence, 3 h; inhibition, % at 5.6 µM; hit rate 0.91% among 290,000; AID 1789;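 active = inhibition above the screen-wide mean plus 3 SD, computed separately per campaign, cut at about 16% in these data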;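 also: 0% = DMSO wells and 100% = 60 µM geldanamycin wells; inhibitors lower the luminescence because luciferase stays unfolded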
GSK3beta inhib: inhibitors of human GSK3beta kinase. hit rate 0.038% among 300,000. GST-GSK3beta kinase, ADP-Glo luminescence, 60 min; stronger effect = lower value. P49841. AID 2097. activity score (negative = inhibition), % at 10 µM;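 active = more than half of replicate wells score below -50%, meaning over 50% inhibition versus plate controls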;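 also: 0% = median DMSO wells and -100% = median GW8510 positive control wells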
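Assay system: GST-fused GSK3beta enzyme, cell-free / Medium: Tris pH 7.5 buffer with MgCl2, DTT, BSA, heparin / Also added: peptide substrate plus 25 µM ATP (final) / Compound: 10 µM single point / Timing: kinase reaction with compound 60 min at room temperature / Detection: ADP-Glo luminescence / Benchmarks: DMSO neutral wells and GW8510 at 20 µM as positive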
Starred values were filed as active, the others as inactive; i = inactive; · = not tested or not shown. This is a subset. The share of hits here may be higher or lower than overall.

#	smiles	HSF1 inh	PolyA inhibitor	HSF-1 act	HDAC3 inhib	AI-2 QS mod
1	CCc1ccc2oc(=O)cc(CN3CCN(c4ccc(F)cc4)CC3)c2c1	-3	i	-1	1	20
2	COc1ccc(NC(=O)c2c(C)noc2-c2snnc2C)cc1	-7	i	-9	-6	-6
3	Cc1ccn2cc(C(=O)N3CCCC(Nc4ccc(F)cc4)C3)nc2c1 (centres undefined)	-1	i	5	-4	8
4	O=C(NCCCn1ccnc1)C1CCN(S(=O)(=O)c2ccc(F)cc2)CC1	-1	i	-8	-5	23
5	COc1ccccc1C(=O)Nc1ccc(Cc2ccncc2)cc1	·	i	·	-1	31
6	CCN1CCN(S(=O)(=O)c2ccc(Cl)c(C(=O)NC(C)(C)C)c2)CC1	-12	i	-7	8	11
7	Cn1nc2c(c1C(=O)O)CCCC2	-1	i	9	-4	19
8	CCN(CC(=O)NC1CCS(=O)(=O)C1)C(=O)C(c1ccccc1)c1ccccc1 (centres undefined)	7	i	25	0	11
9	Cn1nccc1C(=O)N(CCN1CCCCC1)CC1CCCN(C2CCCC2)C1 (centres undefined)	-1	i	8	-3	12
10	COc1ccccc1/C=C/CN1CCC(Oc2ccc(C(=O)N3CCCCC3)cc2)CC1	-2	i	3	0	21

#	Platelet DG rel	Dyrk1A ADPGlo	GSK3 alpha inh	HSP90 inh	GSK3beta inhib
1	7	-3	-2	-3	1
2	-3	-3	0	-3	-6
3	16	8	1	0	1
4	-2	2	-1	0	1
5	-2	6	-3	-6	-2
6	23	·	-2	-1	-1
7	·	-6	5	2	4
8	-19	-2	-6	1	0
9	3	·	-1	-4	4
10	2	3	0	3	1

Quoted at random: four records from the list, in no set order.
#	smiles	HSF1 inh	PolyA inhibitor	HSF-1 act	HDAC3 inhib	AI-2 QS mod
10	COc1ccccc1/C=C/CN1CCC(Oc2ccc(C(=O)N3CCCCC3)cc2)CC1	-2	i	3	0	21
5	COc1ccccc1C(=O)Nc1ccc(Cc2ccncc2)cc1	·	i	·	-1	31
2	COc1ccc(NC(=O)c2c(C)noc2-c2snnc2C)cc1	-7	i	-9	-6	-6
7	Cn1nc2c(c1C(=O)O)CCCC2	-1	i	9	-4	19

#	Platelet DG rel	Dyrk1A ADPGlo	GSK3 alpha inh	HSP90 inh	GSK3beta inhib
10	2	3	0	3	1
5	-2	6	-3	-6	-2
2	-3	-3	0	-3	-6
7	·	-6	5	2	4

Later entries:
#	smiles	HSF1 inh	PolyA inhibitor	HSF-1 act	HDAC3 inhib	AI-2 QS mod
11	CSCCC(NS(=O)(=O)c1ccccc1F)C(=O)OCc1ccccc1Cl (centres undefined)	-7	i	5	-1	18
12	CC(=O)NC(CC(=O)OC(C)C(=O)Nc1ncc(Cl)cc1Cl)c1ccccc1 (centres undefined)	-2	i	-11	2	15
13	C/C(=N\NC(=O)c1cccc(N/N=C(\C)c2ccc([N+](=O)[O-])cc2)c1)c1ccc([N+](=O)[O-])cc1	7	·	11	-1	20
14	COc1ccc(NC(=O)C2CC(=O)OC2(C)C)cc1 (centres undefined)	-12	i	-20	3	13
15	Cc1n[nH]c(=S)n1/N=C/c1ccc(-c2ccc(Cl)cc2)o1	-10	i	-29	-5	-10
16	C/C(=N\NC(=O)C1CC1)c1ccc2c(c1)OCCO2	-1	i	4	0	-15
17	CCCOc1cccc(C(=O)Nc2ccc(Br)cc2F)c1	23	i	45	1	-1
18	O=C(NC1CCCCC1)C(c1ccncc1)N(Cc1ccc(F)cc1)C(=O)c1ccccn1 (centres undefined)	4	i	7	8	2
19	O=C(CNC(=O)c1ccc(Cl)cc1)c1ccccc1	30	i	46	2	9
20	CCOC(=O)c1ccc(N2CN(C3CCCCC3)CNC2=S)cc1	-8	i	-12	6	8

#	Platelet DG rel	Dyrk1A ADPGlo	GSK3 alpha inh	HSP90 inh	GSK3beta inhib
11	12	0	1	2	1
12	12	-4	0	-3	-2
13	12	-1	1	4	0
14	-2	1	-1	2	0
15	-1	·	1	·	-1
16	-2	-3	1	6	-2
17	4	-4	-1	-7	3
18	1	·	-2	1	-4
19	3	·	1	·	1
20	-2	3	-3	-5	3

3 compounds from above, sorted by the number in HDAC3 inhib, rising.
item | SMILES | HSF1 inh | PolyA inhibitor | HSF-1 act | HDAC3 inhib | AI-2 QS mod | Platelet DG rel | Dyrk1A ADPGlo | GSK3 alpha inh | HSP90 inh | GSK3beta inhib
11 | CSCCC(NS(=O)(=O)c1ccccc1F)C(=O)OCc1ccccc1Cl (centres undefined) | -7 | i | 5 | -1 | 18 | 12 | 0 | 1 | 2 | 1
12 | CC(=O)NC(CC(=O)OC(C)C(=O)Nc1ncc(Cl)cc1Cl)c1ccccc1 (centres undefined) | -2 | i | -11 | 2 | 15 | 12 | -4 | 0 | -3 | -2
18 | O=C(NC1CCCCC1)C(c1ccncc1)N(Cc1ccc(F)cc1)C(=O)c1ccccn1 (centres undefined) | 4 | i | 7 | 8 | 2 | 1 | · | -2 | 1 | -4

Next section
#	smiles	HSF1 inh	PolyA inhibitor	HSF-1 act	HDAC3 inhib	AI-2 QS mod
21	COc1cccc(C(=O)NCCNC(=O)c2ccco2)c1	-3	i	-5	-2	8
22	COC(=O)CSc1nnc(CNC(=O)c2cccs2)n1-c1cccc(C)c1	-8	i	-21	·	40
23	O=C1NC(NS(=O)(=O)c2ccccc2)(C(F)(F)F)C(=O)N1Cc1cccnc1 (centres undefined)	4	i	33	1	15
24	Cc1ccc(-c2csc(NCCc3nc4cc(Cl)c(Cl)cc4n3CCCO)n2)cc1	-1	·	-12	3	33
25	O=C1NC2=C(CCc3ccccc32)C(c2ccc(Br)cc2)N1 (centres undefined)	·	·	·	1	·
26	CCSc1nnc(-c2cccc(S(=O)(=O)N(C)C)c2)n1-c1cc(OC)ccc1OC	-1	i	13	3	14
27	Cc1ccc2[nH]c3c(=O)n(CC(=O)N4CCN(C)CC4)ncc3c2c1	-4	i	3	-15	21
28	CCOCCn1c(SCC(=O)OCc2ccccc2)nc2c1c(=O)[nH]c(=O)n2C	-48	i	-60	-3	10
29	O=C(COC(=O)c1cccs1)NCC1CCCO1 (centres undefined)	-2	i	3	6	11
30	COc1ccc(CCn2c(C3CCCCC3)nc3c(c(=O)c4ccccc4n3C)c2=O)cc1OC	·	i	·	4	18

#	Platelet DG rel	Dyrk1A ADPGlo	GSK3 alpha inh	HSP90 inh	GSK3beta inhib
21	1	2	-1	-1	0
22	-1	-2	·	3	-2
23	-12	-1	-2	1	2
24	-5	6	0	·	-4
25	·	5	9	3	·
26	2	0	-3	-2	1
27	-6	-2	-1	0	2
28	-2	-4	1	·	-5
29	6	8	·	2	-2
30	·	5	5	1	-3

(continued)
#	smiles	HSF1 inh	PolyA inhibitor	HSF-1 act	HDAC3 inhib	AI-2 QS mod
31	Cc1ccc(NC(=O)CCNS(=O)(=O)c2ccc3[nH]c(=O)oc3c2)cc1F	-4	i	0	-2	29
32	Oc1ccccc1N1CCN(c2ncnc3scc(-c4ccc(F)cc4)c23)CC1	-83*	i	-87	1	1
33	O=C(NNC(=O)c1ccc(NC(=O)c2ccccc2)cc1)Nc1ccccc1	2	i	32	-8	18
34	O=C1/C(=C\c2cccnc2)SC(=S)N1C1CCS(=O)(=O)C1 (centres undefined)	3	·	37	2	10
35	CCc1cc(=O)oc2cc(OCC(=O)NCCCn3ccnc3)c(Cl)cc12	-6	i	-6	0	·
36	COc1ccc(OC)c2[nH]c(=O)c(CCNC(=O)CC(C)C)cc12	3	i	10	-3	15
37	Cc1cc(NC(=O)COC(=O)CCS(=O)(=O)c2ccc(Cl)cc2)no1	2	i	-6	0	·
38	O=c1[nH]c2cc3c(cc2cc1CN(Cc1nnnn1CC1CCCO1)C1CCCCC1)OCO3 (centres undefined)	8	i	23	-1	8
39	CCCNC(=S)N1CCC(C(=O)c2ccc(OC)cc2)CC1	0	i	-14	4	11
40	Cc1nc2c(c(-c3ccccc3)c1C#N)C(=O)c1ccccc1-2	-3	i	-17	-3	3

#	Platelet DG rel	Dyrk1A ADPGlo	GSK3 alpha inh	HSP90 inh	GSK3beta inhib
31	-3	2	-1	-1	-2
32	-1	-7	-1	2	-1
33	0	12	-2	-2	3
34	5	-1	-1	0	-1
35	8	8	0	-2	1
36	-17	9	-3	1	2
37	-2	-3	0	-5	·
38	-2	4	-5	-4	2
39	-6	5	-1	-3	1
40	0	1	-2	2	4

(more compounds)
#	smiles	HSF1 inh	PolyA inhibitor	HSF-1 act	HDAC3 inhib	AI-2 QS mod
41	CC(=O)Nc1cccc(OCCCOc2ccc([N+](=O)[O-])cc2)c1	7	i	28	2	16
42	CCc1ccccc1NC(=O)c1cnn(-c2ccccc2)c1C	1	i	9	-2	11
43	S=c1[nH]nc(-c2ccncc2)n1Cc1ccco1	-69*	i	-76	-5	29
44	CCOc1ccc2nc(SCC(=O)NCc3ccccc3)[nH]c2c1	-8	i	-3	-3	18
45	Cc1cccc(Nc2nc(N)c([N+](=O)[O-])c(N3CCCC(C)C3)n2)c1 (centres undefined)	-3	i	18	18	7
46	Cc1cc(N2CCOCC2)nc(SCC(=O)OCc2ccccc2)n1	4	i	7	5	20
47	CN(C)CCCn1c(NCc2ccc3c(c2)OCO3)nc2ccccc21	-7	i	-1	8	8
48	Cn1c(/N=C/c2ccc3c(c2)OCO3)nc2ccccc21	-1	i	7	-7	27
49	CN(C)S(=O)(=O)c1cc(NC(=O)COC(=O)C2CSC3(C)CCC(=O)N23)ccc1Cl (centres undefined)	-4	i	-4	-3	23
50	CCOC(=O)Cn1nnnc1C(C(C)C)N(Cc1cccs1)Cc1cc2cc(C)ccc2[nH]c1=O (centres undefined)	18	i	37	1	12
51	CCc1noc(C)c1C(=O)Nc1cccc(S(=O)(=O)N(C)c2ccccc2)c1	1	i	7	-11	27

#	Platelet DG rel	Dyrk1A ADPGlo	GSK3 alpha inh	HSP90 inh	GSK3beta inhib
41	2	0	-2	0	0
42	1	-1	-3	-1	0
43	1	4	0	-1	0
44	-7	11	0	-6	2
45	12	28	2	3	2
46	17	-2	0	0	0
47	-4	4	-4	-2	3
48	23	-8	4	3	2
49	6	-2	-2	-1	0
50	6	2	0	1	1
51	3	2	-2	·	-1

Screening results (PubChem)
